HEK293 tox: cytotoxic compounds in HEK 293 cells; HEK 293 viability, ATP luminescence (CellTiter-Glo), 48-72 h; Potency, µM (highest dose often 115 µM), inactives show at the highest dose activity change, negative = cytotoxicity, actives largely listed as inhibitors; 6.6% of 94,000 active; further: potency means the concentration at half of the fitted maximal effect; nearly all actives have a fitted effect of over 60% in size
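ATP-coupled CellTiter-Glo luminescence served as viability read-out, recorded 10 min after reagent addition at room temperature. HEK 293 cells, 250 cells/well, had been incubated with pintool-transferred compound for 48 or 72 hr at 37 degree Celsius.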
SNCA expr inh: reduces expression of the alpha-synuclein gene; Potency, µM (highest dose often 57.2 µM), inactives show top-dose activity change, negative = inhibition, usual class: inhibitors; 0.17% of 140,000 active; AID 1671194; HEK-293 SNCA-luciferase knock-in, luminescence, 24 h;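 further: potency means the concentration at half of the fitted maximal effect; plate controls were DMSO cells for no effect and cell-free wells for full effect; nearly all actives have a fitted effect of over 45% in size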
HEK293 viab: counter-screen for SNCA expression inhibitors: cell viability; HEK-293-SNCA-luc viability, GF-AFC fluorescence, 24 h; Potency, µM (top dose mostly 57.1 µM), for the others: at the top dose activity change, negative = cytotoxicity, usual class: cytotoxic; 0.12% of 150,000 active; AID 1671193;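 further: potency means the concentration at half of the fitted maximal effect; 0% = DMSO-treated cells and -100% = medium-only wells without cells; nearly all actives have a fitted effect of over 30% in size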
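HEK-293-SNCA-luc cells (1500/well) plated 24 h, then exposed 24 h to a dilution series; GF-AFC added 30 min at 37C, fluorescence 405/540 nm; normalised to medium-only and DMSO wells, Hill fit.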
GPT2 inh: inhibitors of human GPT2 alanine aminotransferase; Q8TD30; Recombinant GPT2, coupled pyruvate oxidase/HRP Amplex Red fluorescence; Potency, µM (titrated, usually from 57.7 µM), inactives show top-dose activity change, negative = inhibition, actives largely listed as inhibitors; 0.25% of 100,000 active; AID 1671188; further: potency means the concentration at half of the fitted maximal effect; nearly all actives have a fitted effect of over 60% in size; many of its hits are not listed in these tables
Target sequence (Q8TD30 whole entry, looked up): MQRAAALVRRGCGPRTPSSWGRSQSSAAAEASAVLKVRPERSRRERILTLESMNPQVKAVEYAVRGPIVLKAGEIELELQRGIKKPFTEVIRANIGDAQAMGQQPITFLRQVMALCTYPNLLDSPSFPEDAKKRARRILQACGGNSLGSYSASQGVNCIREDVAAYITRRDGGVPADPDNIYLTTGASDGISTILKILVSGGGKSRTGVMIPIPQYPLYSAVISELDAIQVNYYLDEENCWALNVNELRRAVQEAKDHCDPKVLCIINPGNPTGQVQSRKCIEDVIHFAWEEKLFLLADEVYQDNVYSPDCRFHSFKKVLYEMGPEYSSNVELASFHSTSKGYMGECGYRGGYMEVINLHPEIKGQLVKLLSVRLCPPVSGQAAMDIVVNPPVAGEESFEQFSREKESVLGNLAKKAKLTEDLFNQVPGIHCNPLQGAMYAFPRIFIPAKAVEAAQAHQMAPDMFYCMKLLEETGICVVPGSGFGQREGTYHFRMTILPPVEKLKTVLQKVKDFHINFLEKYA
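Fluorescence read-out: pyruvate from GPT2 turnover coupled to pyruvate oxidase, HRP and Amplex Red (0.2mM ThPP, 0.2U/mL PO and HRP, 50uM Amplex final). Substrates 250uM a-KG, 2mM L-alanine; enzyme 10ng/uL; 30 min RT.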
3T3 cytotox: kills NIH 3T3 cells; AID 1345082; 4.3% of 94,000 active; Potency, µM (top dose mostly 96.7 µM), without a hit: at the highest dose activity change, negative = cytotoxicity, actives largely listed as inhibitors; NIH 3T3 viability, CellTiter-Glo ATP luminescence, 48-72 h; further: potency means the concentration at half of the fitted maximal effect; nearly all actives have a fitted effect of over 55% in size
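Luminescent ATP readout (CellTiter-Glo, 10 min RT) after 48 or 72 hr compound exposure of NIH 3T3 cells seeded at 400 cells/well in 1536-well format; quantitative HTS.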
IP6K1 inh: inhibitors of human IP6K1; Q92551; IP6K1 kinase, ADP-Glo luminescence, 2 h; active compounds read low; activity change, % (series mostly up to about 58 µM); 0.81% of 140,000 active; in the data active means activity change below about -25%
Target sequence (Q92551 whole entry, looked up): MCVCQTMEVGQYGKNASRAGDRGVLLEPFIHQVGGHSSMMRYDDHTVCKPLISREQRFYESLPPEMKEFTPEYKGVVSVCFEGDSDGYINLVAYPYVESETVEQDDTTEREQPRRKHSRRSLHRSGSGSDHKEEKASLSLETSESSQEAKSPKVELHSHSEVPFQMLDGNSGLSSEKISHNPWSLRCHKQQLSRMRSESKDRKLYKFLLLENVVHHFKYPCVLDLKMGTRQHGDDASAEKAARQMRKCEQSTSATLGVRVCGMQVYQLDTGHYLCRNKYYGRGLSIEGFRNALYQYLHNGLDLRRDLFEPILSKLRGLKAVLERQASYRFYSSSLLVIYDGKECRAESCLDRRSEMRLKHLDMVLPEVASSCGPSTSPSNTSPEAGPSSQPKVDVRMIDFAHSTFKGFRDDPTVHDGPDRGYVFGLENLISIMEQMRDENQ
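ADP-Glo luminescence measures ADP made by human IP6K1 during a 2 h RT reaction with ATP/IP6 (mix at 1.3 mM/130 uM); top library doses 57.5 and 19.1 uM final.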
Luciferase inh: Photinus pyralis luciferase inhibition; Potency, µM (top dose mostly 115 µM), without a hit: at the highest dose activity change, negative = inhibition, usual class: inhibitors; P08659; 2.5% of 76,000 active; AID 1347043; purified P. pyralis luciferase, luminescence, biochemical; further: potency means the concentration at half of the fitted maximal effect; nearly all actives have a fitted effect of over 65% in size
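Luminescence read by CCD imager after adding enzyme (10nM final) to wells holding compound, titrated in qHTS. Substrates 10uM each D-luciferin and ATP; buffer 50mM Tris acetate pH 7.5, 10mM Mg acetate, Tween-20, BSA.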
* = called active by the depositor; i = inactive; u = inconclusive; x = not tested or not shown; & = joins results of further samples; [ ] = another dose, or the depositor's remark. Unless noted, the call rests on the fitted dose curve; in most records, active means well fitted curve in the direction sought with a large enough effect; inconclusive means small, poorly fitted or top-dose-only effect, or another doubt; inactive means no such curve, though single readings can be large; an effect the other way counts as inactive or inconclusive. Unless noted, on the % scale 0 is the no-effect control and ±100 the full control effect.

SMILES	HEK293 tox	SNCA expr inh	HEK293 viab	GPT2 inh	3T3 cytotox	IP6K1 inh	Luciferase inh
O=C(Nc1cc(F)ccc1F)C1CN(S(=O)(=O)c2cccnc2)CC12CCCCC2 (centres undefined)	u	5%	7%	i	-14%	19	2%
Cc1ccc(S(=O)(=O)N2CCc3cc(C(=O)Nc4ccc(C)c(C)c4)ccc32)cc1	x	35%[activator]	9%	x	x	-3	x
Cc1ccc(-c2cc3c(=O)n(CCNC(=O)c4cccc(Cl)c4)ccn3n2)cc1C	u	58%[activator]	-4%	i	u	-16	-27%
Cc1cc(O)cc2c1O[C@](C)(CCC[C@H](C)CCC[C@H](C)CCCC(C)C)CC2	x	-13%[25.6 µM]	4%[23.9 µM]	i	x	13	x
Cc1ccc(-c2cn3c(n2)CO[C@@H](CNCc2ccc(-c4ccccn4)cc2)C3)cc1	35µM*	89%[activator][87.6 µM]	-16%[87.6 µM]	-23%[88.5 µM]	40µM*	4	35µM*
COc1cccc(CNC(=O)Cc2ccc(NC(=O)N3CCSc4ncccc43)cc2)c1OC	x	4%	3%	x	x	26	x
CCO[C@H]1CN(C(=O)C(C)(C)n2cccc2)C[C@@H]1O	-2%	1%	-4%	0%	-12%	32	0%
Cc1ccc(NC(=O)c2sc3ncn(Cc4cccc(F)c4)c(=O)c3c2C)c(Br)c1	x	8%	-4%	x	x	21	x
NC(=O)C1(c2nc(C3CCOC3)nn2-c2cccc3cccnc23)CC1 (centres undefined)	0%	8%	-4%	5%	-4%	-8	11%
Cc1cnc(C(=O)NC2C[C@H]3CC[C@@H](C2)N3C(=O)c2cnc(C)cn2)cn1 (some centres undefined)	-4%	19%	12%	i	-6%	30	-3%
Cc1cccc(C(=O)NCC(c2ccco2)S(=O)(=O)c2cccs2)c1 (centres undefined)	x	11%	-16%	x	x	-10	x
CCC(=O)N1CCc2cc(CNC(=O)Nc3cc(Cl)ccc3C(=O)OC)ccc21	x	8%	u	x	x	51	x

Overlap with the part before: five compounds, followed by the next part.
SMILES	HEK293 tox	SNCA expr inh	HEK293 viab	GPT2 inh	3T3 cytotox	IP6K1 inh	Luciferase inh
Cc1ccc(NC(=O)c2sc3ncn(Cc4cccc(F)c4)c(=O)c3c2C)c(Br)c1	x	8%	-4%	x	x	21	x
NC(=O)C1(c2nc(C3CCOC3)nn2-c2cccc3cccnc23)CC1 (centres undefined)	0%	8%	-4%	5%	-4%	-8	11%
Cc1cnc(C(=O)NC2C[C@H]3CC[C@@H](C2)N3C(=O)c2cnc(C)cn2)cn1 (some centres undefined)	-4%	19%	12%	i	-6%	30	-3%
Cc1cccc(C(=O)NCC(c2ccco2)S(=O)(=O)c2cccs2)c1 (centres undefined)	x	11%	-16%	x	x	-10	x
CCC(=O)N1CCc2cc(CNC(=O)Nc3cc(Cl)ccc3C(=O)OC)ccc21	x	8%	u	x	x	51	x
COCc1ncc(C)n1CCNC(=O)c1cc(-c2ccc(C)cc2)n[nH]1	-3%	19%	-7%	3%	-22%	-2	-6%
CC(=O)Nc1ccc(CN(CCN2CCCCC2)CC2CCCN(C3CCCC3)C2)cc1 (centres undefined)	u	11%	-16%	2%	-28%	-6	9%
CN(C)C[C@@H]1CN(c2ccncn2)C[C@H]1NC(=O)c1ccc2ccccc2n1	-4%	5%	-5%	i	-12%	7	1%
COc1cccc(C2C(C(=O)Nc3ccccc3)=C(C)N=C3SC=C(CC(=O)NCC(C)C)N32)c1 (centres undefined)	u	1%	-1%	4%	u	10	-21%
Cc1cc2c(N3CCC(NCc4noc(C5CCC5)n4)CC3)ncnc2s1	u	u	-17%	-1%	u	7	4%
COc1ccc(Nc2ncc(C(=O)Nc3cc(Cl)c(OC)cc3OC)c3ccccc23)cc1	x	-19%	14%	x	x	1	x
COc1cccc(C(=O)N2CCCC2C(=O)N2CCC(N3CCCC3=O)CC2)c1 (centres undefined)	i	-8%	1%	i	-1%	6	x
CN1CCC(N2CCN(C(=O)c3cc4cn(C5CC5)cc4s3)CC2)CC1	i	21%	0%	i	i	7	-4%
C=C1CCC2C(C)(C(=O)O)CCCC2(C)C1CCC(C)CC(=O)O (centres undefined)	x	x	10%	u	x	-4	x
Cc1ccc(CN2CC(O)CN([S+](=O)([O-])c3ccccc3)CC2=O)cc1 (centres undefined)	-16%	x	x	x	u	9	x
Cc1cc(C(=O)N2CCC3(CCCN(C(C)C)C3=O)C2)c(-c2ccccc2)o1 (centres undefined)	u	-10%	9%	2%	-36%	2	-18%
O=C(c1ccccc1)N1CCC(c2nc(C3CCOCC3)no2)CC1	-30%	0%	10%	-18%	-33%	4	0%
COc1cccc(Nc2cc(CN3CCC(C)(NC(C)=O)CC3)cc(OC)c2)c1	112µM*	-19%[87.6 µM]	10%[87.6 µM]	-10%[88.5 µM]	100µM*	0	1%[172 µM]
Cc1ccc(-c2nnc(C3CN(C(=O)c4cccc(F)c4)CC34CCOCC4)o2)cc1 (centres undefined)	u	-23%	-23%	0%	u	12	-10%
CCc1ccccc1NC(=O)c1cc(S(=O)(=O)NC2CCCC2)ccc1F	x	1%	15%	x	x	2	x
Cc1c(Cl)cccc1NC(=O)c1cccc(NC(=O)N2CCSc3ncccc32)c1	x	4%	1%	x	x	19	x
Cn1c(=O)oc2cc(S(=O)(=O)N3CCC(C(=O)N4CCN(c5ccc(Cl)cc5)CC4)CC3)ccc21	x	6%	-18%	x	x	2	x
CN(C)CCCN1c2ccccc2CCc2ccc(Cl)cc21	x	-28%	-10%	-2%&3%&2%	x	8	x
CN1CCN(c2nc3c(c(=O)[nH]2)CCN(Cc2cn[nH]c2-c2ccccc2)CC3)CC1	-3%	2%	9%	4%	-7%	0	-2%
CC(C)C[C@@H]1N[C@H](C(=O)NCC2CC2)Cc2cn(Cc3nccn3C)c3cccc1c23	35µM*	u	u	-4%[88.5 µM]	63µM*	-7	-3%[172 µM]
Cc1ccc(CNC[C@H]2O[C@H](Cc3cc(CN(C)Cc4ccccc4)on3)CC[C@@H]2O)cc1	u	-1%	-6%	0%	u	2	-10%
O=C(C1CCCCCC1)N1CCC(n2cc(C3CCCCC3)nn2)CC1	89µM*	4%	-11%	3%	u	12	9%
CCc1cccc(NC(=O)N(C)CC2CCOCC2)c1	8%	2%	11%	i	i	28	2%
CC(=O)OC1(C)CC(O)C2(O)C=COC(OC3OC(CO)C(O)C(O)C3O)C12 (centres undefined)	x	x	-2%[23.9 µM]	i	x	-2	x
Cc1ccc(-c2ccc(C=O)cc2)c(C)c1	-6%[230 µM]	50%[activator][87.6 µM]	4%[87.6 µM]	-17%[88.5 µM]	-3%[174 µM]	-14	x
Cn1ncc2c(C(=O)NCc3ccccc3)cc(-c3cccnc3)nc21	40µM*	110%[activator]	4%	i	u	14	x
Cc1ccccc1CN1CCOc2cc([S+](=O)([O-])Nc3cccnc3)ccc2C1	u	-10%[87.6 µM]	7%[87.6 µM]	1%[88.5 µM]	u	-2	1%[172 µM]
CNCC(=O)N1CCC(n2nccc2NC(=O)Nc2ccccc2OC)CC1	-8%	-11%	-2%	u	-1%	11	1%
COc1ccc(F)cc1S(=O)(=O)N1CCCC(Cn2c(C3CC3)nc3cccnc32)C1 (centres undefined)	u	-13%	-11%	i	-19%	4	-1%
O=C(CCC1N=C2c3ccccc3N=C(SCc3ccc(Cl)cc3)N2C1=O)NC1CCCCC1 (centres undefined)	x	-1%	-1%	x	x	10	x
CCN(Cc1ccccc1)S(=O)(=O)c1cc(Br)cc2c1N(C(=O)C1CC1)CC2	x	u	3%	x	x	-10	x
O=C(NCCC1=CCCCC1)c1ccc(N2CC3CC(C2)[C@H]2CCCC(=O)N2C3)nc1 (some centres undefined)	u	53%[activator]	u	i	-7%	13	-9%
Cc1noc(/C=C/c2ccco2)c1S(=O)(=O)N1CCC(C(=O)Nc2ccc(F)c(Cl)c2)CC1	x	u	-15%	x	x	1	x
CC(=O)Nc1ccc(-c2nnc3n2CCN(C(=O)c2ccccc2C)C3)cc1	i	x	x	x	i	-7	x
Cc1ccc(S(=O)(=O)Nc2cccc(-c3ccc(N4CCCCC4)nn3)c2)s1	x	9%	-27%	x	x	14	x
Cc1ccc(CN(C)Cc2ccc(-c3ccccc3)cc2)cc1	u	4%[87.6 µM]	u	i	u	4	-4%[172 µM]
CCC(=O)N1CCc2sc(C(=O)NCc3ccc4c(c3)OCO4)cc2C1	1%	17%	11%	i	-24%	-6	-2%
CN1CC2(CCN(C(=O)Cc3c[nH]c4ccccc34)CC2)CC1C(=O)N1CCOCC1 (centres undefined)	-2%	44%[activator]	9%	i	-3%	9	3%
O=C(NCC(F)(F)F)C1CCN(Cc2ccccc2-c2ccccc2F)CC1	-17%	x	x	x	-22%	9	x
CCOc1cc(=O)n2c(c1C(=O)Nc1cc(OC)ccc1OC)CCCC2	-43%	u	-6%	i	u	10	4%
CC(C)c1nnc(C2CN(C(=O)COc3ccc(Cl)cc3)CC23CCOCC3)o1 (centres undefined)	0%	16%	-2%	3%	u	12	-2%
C=CCNC(=O)N1CCC(O)(c2csc(CN(CC)CC)n2)CC1	-4%[172 µM]	-12%[87.6 µM]	0%[87.6 µM]	-17%[88.5 µM]	-1%[174 µM]	-4	-1%[172 µM]
N#Cc1cccc(S(=O)(=O)N[C@@H]2CCOC[C@H]2OCc2cscn2)c1	-9%	-2%	2%	u	-3%	12	0%
O=C1COc2ccc(-c3cccc(O)c3)nc2CN1CCOc1ccccc1	100µM*	-26%[87.6 µM]	-5%[87.6 µM]	-35%[88.5 µM]	u	-14	-14%[172 µM]
COc1cccc(CNC(=O)c2ccc(CN3CC(=O)N4CCCCC4C3=O)cc2)c1 (centres undefined)	x	9%	-13%	x	x	37	x
CN(Cc1ccc(F)cc1)C(=O)Nc1ccccc1	-25%[172 µM]	18%[87.6 µM]	-2%[87.6 µM]	-3%[88.5 µM]	u	-6	-17%[172 µM]
O=C1NCN(Cc2ccc(Cl)cc2)C12CCN(CC1CCCCC1)CC2	-1%	29%	10%	i	-1%	-10	6%
COc1cccc(NC(=O)N2CCOC(CN(CC(C)C)C(=O)c3cccc(OC)c3)C2)c1 (centres undefined)	u	-21%	-4%	i	-36%	-2	-18%
COc1cccc(CNC(=O)Cn2nc(C)c3sc4ccccc4c3c2=O)c1OC	x	0%	6%	x	x	19	x
Cn1c(C(=O)O)cc2c1CCN(Cc1ccc(F)cc1)C2	-7%	23%	-3%	i	0%	-4	-6%
Cc1ccc(C(=O)N2CCC(c3nc(C4CCOCC4)no3)CC2)cn1	-4%	-14%	-2%	i	-12%	8	-8%

This is a random part of the collection (roughly 7.7% active in at least one column).
